Source: PubChem
Growth percent in the NCI-60 one-dose screen (48 h, 10 µM unless noted): 100 = growth as untreated, 0 = no growth, -100 = all killed.
T-47D: T-47D breast cancer | 79,000 tested, 5% active | AID 1794792
HS 578T: HS 578T breast cancer | 78,000 tested, 4.1% active | AID 1794788
MDA-MB-468: MDA-MB-468 breast cancer. 78,000 tested, 8.5% active. AID 2202374
LOX IMVI: LOX IMVI melanoma; 79,000 tested, 7.4% active
MALME-3M: MALME-3M melanoma. 78,000 tested, 5.8% active. AID 1794766
MDA-MB-231: MDA-MB-231 breast cancer; 81,000 tested, 5% active; AID 1794789
MCF7: MCF7 breast cancer | 82,000 tested, 6.3% active | AID 1794796
BT-549: BT-549 breast cancer; 78,000 tested, 4.4% active
* hit, by the source's call; · = no result given. The calls were made as follows: active = growth percent below 10; inactive = the rest.

#1 N#Cc1c(-c2ccccc2)cc(-c2ccccc2)n(Cc2ccc(C(=O)Nc3ccccc3N)cc2)c1=O
#2 COc1ccc(Cn2cc3c(c2-c2ccccc2)CCc2c(CN4CCCC4)noc2-3)cc1
#3 COc1cc(NC(=O)CCSc2nc3ccccc3c(=O)n2CCc2ccccc2)cc(OC)c1OC
#4 O=C(Nc1ccccc1)C1CN(Cc2ccccc2)CCS1 (stereo unspecified)
#5 COc1cc(/C=C/C(=O)c2ccc(Nc3ncnc4ccccc34)cc2)cc(OC)c1
#6 Cc1ccc(C(=O)O)c(C(=O)O)c1
#7 Cn1c(=O)c(C#N)c(-c2ccccc2)n2c(SCC(O)CN3CCOCC3)nnc12 (stereo unspecified)
#8 Cc1[nH]ccc2cc3nc4ccccc4c3cc12
Screen / compound no.	1	2	3	4	5	6	7	8
T-47D	71.4	72.9	53.3	87.9	117.2	113.6	109.4	27.7
HS 578T	75.1	85.0	33.5	102.1	82.4	123.1	133.3	55.3
MDA-MB-468	92.1	50.1	73.2	106.2	28.8	107.9	·	10.7
LOX IMVI	77.2	83.9	87.9	97.3	5.7*	109.1	99.3	12.0
MALME-3M	89.4	54.5	23.1	110.2	105.5	114.8	113.8	29.8
MDA-MB-231	70.4	81.8	34.4	111.1	82.9	122.3	128.1	26.3
MCF7	66.1	64.2	67.7	85.5	0.6*	104.9	79.0	7.1*
BT-549	71.1	81.0	87.3	104.0	26.9	113.0	84.6	60.3

#9 COC(=O)C(Cc1cccc(-c2ccc(CO)nc2)c1)NC(=O)OCc1ccccc1 (stereo unspecified)
#10 Cc1nc2ccc(Br)cn2c1-c1nnc(SCc2ccccc2)o1
#11 Clc1ccc(C(c2cccs2)N2CCNCC2)cc1 (stereo unspecified)
#12 O=C(Cn1cc(-c2ccc(F)cc2)nn1)Nc1ccc2c(ccn2Cc2ccccc2)c1
#13 Cn1ncc2c(c1=O)-n1nc(CN3CCCC3)cc1-c1ccccc1O2
#14 Oc1ccc(Br)cc1CNC1CCCCC1
#15 COc1ccc2c(c1)OCC(O)(c1ccccc1)C2=O (stereo unspecified)
#16 CSc1ncc(SC)c(Nc2ccc(C)c(Cl)c2)n1
Screen / compound no.	9	10	11	12	13	14	15	16
T-47D	96.8	93.6	95.5	94.2	99.4	92.9	98.7	83.0
HS 578T	97.0	95.4	82.0	81.6	97.7	91.6	101.7	·
MDA-MB-468	104.9	82.5	78.9	99.8	68.7	112.8	113.1	124.8
LOX IMVI	91.5	97.1	88.1	90.3	93.0	81.7	87.5	98.6
MALME-3M	105.5	111.4	112.4	107.9	101.0	87.6	·	107.2
MDA-MB-231	100.6	82.9	94.0	97.0	104.1	91.6	98.1	81.5
MCF7	96.1	68.4	84.0	90.8	66.5	85.9	97.8	95.3
BT-549	118.0	93.4	85.5	90.7	103.8	102.3	103.8	94.6

#17 NCCN1C(=O)c2cccc3c(-c4ccc5c(c4)ncn5C4CCCCC4)ccc(c23)C1=O
#18 CCOC(=O)C1C(=O)CC(=O)C(C(=O)OCC)C1c1ccc(O)cc1 (stereo unspecified)
#19 c1cnc2[nH]cc(-c3csc(-c4cn(CCCN5CCOCC5)c5ccccc45)n3)c2c1
#20 CC(C)CNS(=O)(=O)c1ncnc2nc[nH]c12
#21 O=C(c1cc2ccccc2[nH]1)N(CC(F)(F)F)[C@H]1CCC[C@@H](NCc2cccc(F)c2)C1
#22 OC1CCN(C2=Nn3c(nnc3-c3cc(C(F)(F)F)cc(C(F)(F)F)c3)SC2)CC1
#23 COc1ccc(-c2c(C#N)nnn2-c2ccc(OC)cc2)cc1
#24 C=C(C)[C@@H]1CC[C@]2(C)CC[C@]3(C)[C@H](CC[C@@H]4[C@@]5(C)CC[C@H](O)C(C)(C)[C@@H]5CC[C@]43C)[C@@H]12
Screen / compound no.	17	18	19	20	21	22	23	24
T-47D	81.5	113.9	27.1	102.9	58.8	84.4	89.1	86.3
HS 578T	92.0	102.6	28.5	93.5	85.2	91.6	93.6	50.2
MDA-MB-468	92.3	104.8	26.2	·	54.8	76.6	89.5	·
LOX IMVI	92.3	98.7	30.6	95.9	82.6	99.2	97.4	99.6
MALME-3M	98.9	101.6	61.1	72.1	73.4	138.7	112.4	92.2
MDA-MB-231	85.4	118.7	27.1	130.2	64.2	98.4	103.2	94.2
MCF7	98.3	97.7	28.6	90.9	60.3	108.4	94.6	95.8
BT-549	121.8	96.0	50.3	115.8	99.7	·	89.1	128.8

#25 Cc1cc(C)c2cc(C(=O)N3CCN(CCCC4CCCCC4)CC3)[nH]c2c1
#26 Clc1ccc2c(NCCCNc3nc(N4CCOCC4)nc4ccccc34)ccnc2c1
#27 O=C1C2=C(C(=O)c3ccccc31)C(CCc1ccccc1)c1sc(=O)[nH]c1S2 (stereo unspecified)
#28 COc1ccc(-c2nc(SC)nc(Cl)c2C#N)cc1
#29 COc1ccc(-c2nn(-c3ccc(Cl)cc3)cc2-c2nc3ccccc3[nH]2)cc1
#30 O=C(Cn1cnc2ccccc21)Nc1ccc(-c2nc3ccccc3s2)cc1
#31 Cc1ccc(C(C)C)cc1NC1=C(Cl)C(=O)c2ccccc2C1=O
#32 O=C(CCc1nnc2n1N=C(c1ccccc1)CS2)c1nc2ccccc2[nH]1
Screen / compound no.	25	26	27	28	29	30	31	32
T-47D	90.4	98.1	85.1	98.9	87.9	47.2	80.8	76.6
HS 578T	94.9	95.2	99.4	107.2	93.0	91.2	73.8	·
MDA-MB-468	105.0	93.5	102.2	97.6	106.3	29.7	78.2	97.0
LOX IMVI	94.8	90.7	57.2	97.7	82.1	55.4	91.0	92.6
MALME-3M	107.1	121.2	45.2	101.5	98.5	81.1	104.4	107.8
MDA-MB-231	100.9	73.4	67.2	91.9	73.0	90.7	73.9	75.0
MCF7	88.9	91.1	58.8	91.3	74.3	49.4	82.2	73.2
BT-549	98.5	105.9	125.2	114.5	112.8	56.4	48.8	92.6

#33 Nc1cc(Cl)nc(N)n1
#34 O=c1cc(/C=N\Nc2ccccc2)[nH]c(=O)[nH]1
#35 COc1nc2cc(OCc3ccccc3)ccc2cc1-c1nc2c(cnn2-c2ccc(Br)cc2)c(=O)[nH]1
#36 O=C(CSc1nc2ccccc2c(=O)[nH]1)NNC(=O)c1ccccc1Cl
#37 O=C(Nc1ccccc1)P(=O)(O)c1ccccc1
#38 O=C(N/N=C/c1ccc([N+](=O)[O-])cc1)c1ccccc1Nc1ccnc(C(F)(F)F)c1
#39 Cc1ccc(C(=O)OCCc2ccccc2)cc1
#40 O=C(CCN1CCCCC1)c1ccc2ccccc2c1
Screen / compound no.	33	34	35	36	37	38	39	40
T-47D	104.3	·	68.6	92.4	112.9	47.2	103.4	91.0
HS 578T	102.0	91.0	87.8	97.1	106.5	-27.6*	113.6	104.0
MDA-MB-468	101.4	104.0	95.4	137.3	94.3	·	113.7	92.1
LOX IMVI	100.9	102.2	93.5	102.4	96.0	78.2	98.9	93.3
MALME-3M	109.3	121.3	101.5	104.6	123.1	86.0	96.4	106.3
MDA-MB-231	89.7	95.6	85.9	99.8	100.4	70.4	101.3	102.3
MCF7	108.3	100.9	78.7	93.4	96.8	95.0	99.9	87.8
BT-549	114.3	98.5	117.3	160.0	109.6	87.4	95.6	·

#41 Cc1nc2sc(C(=O)Nc3ccc(Br)cc3)c(N)c2cc1C(O)c1ccccc1 (stereo unspecified)
#42 COC1OC(C(COC(C)=O)OC(C)=O)C(OC(C)=O)C(OC(C)=O)C1OC(C)=O (stereo unspecified)
#43 CC1(C)CCCC2=C1C(=O)N(SC(Cl)(Cl)Cl)C2=O
#44 CCC(=O)Oc1ccc(/C(=C(/C)Cc2cccc(OC)c2)c2ccc(OCCN3CCCCC3)cc2)cc1
#45 COC(=O)c1cccc(OC)c1O
#46 Oc1c2c(n3cccc13)=c1ccc(Cl)cc1=N2
#47 Cc1ccc(-c2oc(C=Nc3ccccc3)c([N+](=O)[O-])c2-c2ccc(C)cc2)cc1
#48 FC(F)(F)c1cc(-c2cncnc2NC2CCCCCC2)cc(C(F)(F)F)c1
Screen / compound no.	41	42	43	44	45	46	47	48
T-47D	45.6	103.1	66.9	72.6	100.2	84.2	62.8	75.2
HS 578T	74.1	128.5	101.7	89.9	115.5	97.3	98.6	68.3
MDA-MB-468	12.7	108.9	79.6	94.1	104.7	104.5	88.8	·
LOX IMVI	61.3	103.2	83.9	97.3	94.4	·	73.6	101.3
MALME-3M	63.9	·	75.9	97.3	97.8	·	93.5	98.9
MDA-MB-231	57.9	126.1	95.9	104.9	104.3	76.5	79.7	78.6
MCF7	33.8	96.0	67.3	47.1	101.2	73.8	61.9	89.5
BT-549	71.1	106.2	95.8	98.0	102.9	100.0	88.3	92.3

#49 Cc1ccc(S(=O)(=O)NCCNc2nccc(-c3c(-c4ccccc4)nc4occn34)n2)cc1
#50 CCC(=O)c1c(Cl)c(Cl)c(Cl)c(Cl)c1C(=O)O
#51 COc1ccc(C2=NNC3N=C(Cl)c4[nH]cnc4N23)cc1 (stereo unspecified)
#52 COC(=O)CCNc1ccccc1
#53 C[N+]1(CCc2ccccc2)CC[N+](C)(CCc2ccccc2)CC1 (stereo unspecified)
#54 O=C1OC(=O)c2c1cccc2[N+](=O)[O-]
#55 COc1ccc(N=Nc2c(N)nn3ccc(C)nc23)cc1
#56 Cn1c(C(N)=O)cc2c1-c1nc(N)ncc1CCC2
Screen / compound no.	49	50	51	52	53	54	55	56
T-47D	47.3	92.0	81.9	112.3	91.2	93.1	51.5	99.1
HS 578T	82.7	103.2	104.3	115.0	107.6	106.6	79.3	118.1
MDA-MB-468	58.1	97.1	113.0	109.0	91.9	117.7	41.9	103.0
LOX IMVI	44.9	96.1	99.0	114.4	93.1	99.5	94.9	93.9
MALME-3M	64.3	107.8	107.8	123.3	90.3	96.4	95.5	·
MDA-MB-231	78.5	111.7	118.9	120.5	98.9	107.4	88.0	115.4
MCF7	29.0	90.1	93.2	98.4	96.4	99.2	64.3	91.3
BT-549	78.5	107.1	111.1	123.1	105.2	104.5	91.3	102.1

Some of the entries so far, tab-delimited.
no.	structure	T-47D	HS 578T	MDA-MB-468	LOX IMVI	MALME-3M	MDA-MB-231	MCF7	BT-549
49	Cc1ccc(S(=O)(=O)NCCNc2nccc(-c3c(-c4ccccc4)nc4occn34)n2)cc1	47.3	82.7	58.1	44.9	64.3	78.5	29.0	78.5
50	CCC(=O)c1c(Cl)c(Cl)c(Cl)c(Cl)c1C(=O)O	92.0	103.2	97.1	96.1	107.8	111.7	90.1	107.1
51	COc1ccc(C2=NNC3N=C(Cl)c4[nH]cnc4N23)cc1 (stereo unspecified)	81.9	104.3	113.0	99.0	107.8	118.9	93.2	111.1

Next section
#57 Clc1cccc(CNc2c3ccccc3nc3ccccc23)c1
#58 N#CC(C(=O)/C(=N/NC(=O)c1ccccc1O)C(C#N)c1ccccc1)c1ccccc1 (stereo unspecified)
#59 CCOC(=O)c1c(Nc2ccccc2)nn2c(-c3ccc(C)cc3)ccnc12
#60 CCOC(=O)/C(=C\c1ccc(Cl)cc1)C(C)=O
#61 FC(F)(F)c1ccc2c(c1)Nc1ccccc1S2
#62 CCCCCCN1C=C/C(=C\C(=O)n2ccc3ccccc32)c2ccccc21
#63 O=c1cc(/C=N/Nc2nc(-c3cc(=O)oc4ccc(Br)cc34)cs2)c2cc(Cl)ccc2o1
#64 COC(=O)C1=CC=C[C@@H]2[C@@]3(C)CC(c4ccoc4)OC(=O)[C@@H]3CC[C@@]12C (stereo partly specified)
Screen / compound no.	57	58	59	60	61	62	63	64
T-47D	40.9	24.9	95.7	93.3	94.7	31.1	72.9	·
HS 578T	53.7	24.1	99.4	95.3	101.7	84.9	87.9	·
MDA-MB-468	-18.4*	67.1	100.9	83.8	89.4	-12.0*	97.5	112.1
LOX IMVI	1.7*	44.7	92.2	88.8	111.8	18.7	93.6	101.0
MALME-3M	45.0	87.8	109.7	90.2	97.8	70.6	90.9	95.1
MDA-MB-231	29.4	63.7	96.4	93.6	103.1	73.0	70.9	115.9
MCF7	0.9*	55.3	95.8	88.2	88.4	29.2	95.7	93.2
BT-549	59.1	44.2	121.3	101.0	96.0	65.0	95.7	106.6
